Compound activity from PubChem.
sEH inh: inhibitors of human soluble epoxide hydrolase. recombinant human sEH enzymatic activity assay. inhibition, % at 2 µM. 91,000 tested, 0.34% active; in the data active = inhibition above about 80%; also: values of inactives mirror those of a sister screen read the other way; many of its hits are not listed in these tables
PLK1 inh: PLK1 (human) kinase inhibition | 97,000 tested, 0.53% active | AID 619 | recombinant PLK1 kinase, TR-FRET peptide phosphorylation | P53350 | inhibition, % at 10 µM;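 active = inhibition of 50% or more in the single-concentration screen; inactive = inhibition below 50%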;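 also: 0% = DMSO max control and 100% = H-89 dihydrochloride min control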
IL1B cytotox: toxic to HUVEC cells under IL-1B stimulation | AID 845 | HUVEC cell count loss, Hoechst imaging, IL-1B stimulated | 94,000 tested, 0.41% active | cell count reduction, % at 2 µM;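 active = cell count reduction more than 3 SD above the screen-wide mean, cut at about 70% in these data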;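 also: normalized per plate to untreated control cells as the no-loss baseline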
F-actin modifier: modifiers of cytoskeleton assembly; HUVEC TNFa F-actin phalloidin imaging, high content; inhibition, % at 2 µM; 91,000 tested, 0.18% active;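 active = inhibition above the batch mean plus 3 SD and confirmed as a hit by visual image inspection, cut at about 30% in these data, passing the limit was not always enough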; also: strong numbers were not always called active
TNFa cytotox: toxic to HUVEC cells under TNF alpha stimulation | HUVEC TNFalpha-stimulated, Hoechst cell count, imaging | cell count reduction, % at 2 µM | 93,000 tested, 0.17% active | AID 848;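 active = cell count reduction exceeding the screen mean by over 5 SD, scaled to untreated wells per plate, cut at about 78% in these data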;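 also: cells counted after 24 h of TNF alpha exposure following the 1 h pretreatment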
VCAM1 TNFa inh: reduces TNF alpha induced VCAM1 expression in HUVEC. HUVEC TNFa-induced VCAM-1 immunofluorescence, high-content imaging. inhibition, % at 2 µM. 95,000 tested, 0.48% active;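 active = inhibition above the batch mean plus 3 SD, with images confirmed as a hit by eye, cut at about 37% in these data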;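 also: 0% = TNF-stimulated DMSO wells and 100% = unstimulated control wells; not every result past the cut was called active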
PLK1 PBD inh: blocks phosphopeptide binding to human Plk1 polo box domain | inhibition, %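 (tested at about 20 µM)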 | AID 693 | 97,000 tested, 0.13% active | Plk1 PBD phosphopeptide binding, fluorescence polarization; in the data active = inhibition above about 34%, passing the limit was not always enough
DAT uptake mod: changed human dopamine transporter uptake under cocaine IC80. Q01959. LLC-PK1 hDAT cells, [14C]-dopamine uptake with cocaine IC80; actives deviate in either direction. B-score at 10 µM. 110,000 tested, 1.3% active;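 active = Z score or B-score, a plate-position-corrected score, falls beyond the plate's 99.7% confidence bounds, in either direction; inactive = both scores lie inside the 99.7% bounds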;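 also: scored against the spread of the other compound wells on the same plate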
Target sequence (Q01959 whole entry, looked up): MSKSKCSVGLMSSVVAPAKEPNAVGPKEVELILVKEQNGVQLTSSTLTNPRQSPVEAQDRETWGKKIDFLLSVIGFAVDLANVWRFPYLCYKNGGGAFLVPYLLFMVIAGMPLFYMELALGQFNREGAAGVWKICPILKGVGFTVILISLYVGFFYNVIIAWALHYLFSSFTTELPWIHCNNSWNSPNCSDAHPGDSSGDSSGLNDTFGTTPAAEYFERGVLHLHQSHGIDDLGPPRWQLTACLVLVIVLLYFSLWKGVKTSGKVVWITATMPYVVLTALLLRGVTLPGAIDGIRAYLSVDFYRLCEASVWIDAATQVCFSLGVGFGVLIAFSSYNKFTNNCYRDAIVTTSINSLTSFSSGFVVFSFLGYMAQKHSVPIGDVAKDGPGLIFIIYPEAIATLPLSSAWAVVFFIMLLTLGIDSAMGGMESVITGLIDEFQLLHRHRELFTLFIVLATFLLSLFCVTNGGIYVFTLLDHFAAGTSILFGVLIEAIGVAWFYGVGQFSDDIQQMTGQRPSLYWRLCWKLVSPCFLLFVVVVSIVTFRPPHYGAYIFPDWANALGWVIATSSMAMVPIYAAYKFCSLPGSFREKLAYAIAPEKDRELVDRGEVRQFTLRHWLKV
E coli WT exp: blocks growth of wild type E. coli BW25113; OD600 absorbance; growth inhibition, % at 100 µM; 98,000 tested, 0.15% active; AID 710;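 active = growth inhibition above about 50% at one test dose, limit read from the data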;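 also: growth measured after 20 h incubation at 37 °C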
Active calls of the source: *; . = no result given.

SMILES | sEH inh | PLK1 inh | IL1B cytotox | F-actin modifier | TNFa cytotox | VCAM1 TNFa inh | PLK1 PBD inh | DAT uptake mod | E coli WT exp
O=C(CN1C(=O)c2cccc3cccc1c23)NCc1ccncc1 | -17 | -14 | 13 | 13 | -5 | 6 | 3 | 0.092 | 5
COCCn1c(SCCN2CCCCC2)nc2ccccc2c1=O | -4 | -7 | -1 | -4 | -10 | -7 | -21 | -0.037 | 6
O=C1c2ccccc2C(=O)N1CSc1nnnn1-c1ccccc1 | -20 | -5 | -6 | 2 | -18 | 19 | 24 | 0.078 | -4
C=CCn1ncc(OC)c(Cl)c1=O | 1 | -12 | -30 | -5 | -9 | 2 | -12 | -1.4 | -3
CCOc1ccc(C2C=C(c3ccccc3)Nc3nnnn32)cc1 (stereo unspecified) | 3 | 3 | -8 | 6 | -31 | -27 | -17 | . | -13
COc1cccc(NC(=S)NNC(=O)c2ccccc2OC(F)F)c1 | 1 | -7 | -17 | -4 | 6 | 16 | 4 | -0.048 | 6
COC(=O)CSC(C(=O)Nc1ccc(C)c(C)c1)c1ccccc1 (stereo unspecified) | 2 | -11 | -22 | -4 | -7 | 1 | -10 | -0.41 | -5
CC1CCN(S(=O)(=O)c2ccc3c(c2)C(=NO)c2cc(S(=O)(=O)N4CCC(C)CC4)ccc2-3)CC1 | . | -13 | -6 | -29 | -7 | 10 | 3 | -0.34 | -10
O=C(CN1CCN(C(=O)c2ccco2)CC1)Nc1ccccc1-c1ccccc1 | . | -2 | -31 | -43 | 8 | 5 | 16 | 0.66 | 9
CCc1ccc2nc(NC(=O)c3ccc4c(=O)[nH]c(CN5CCOCC5)nc4c3)sc2c1 | -8 | -9 | 9 | 8 | -36 | 6 | -5 | 0.44 | -7
CN(Cc1ccccc1)C(=O)Cn1c(=O)oc2cc(S(=O)(=O)NCc3ccccc3)ccc21 | -22 | -23 | -1 | -7 | -1 | 5 | 13 | -0.04 | -4
Cc1cc(C(=O)NC(C)C)on1 | 1 | -2 | -17 | 28 | -36 | -24 | -20 | -0.066 | -7
Clc1ccc(Cc2noc(CN3CCN(c4ccccc4)CC3)n2)c(Cl)c1 | 6 | -6 | -14 | 1 | -15 | 1 | 12 | 0.57 | 2
c1nc(COc2nsnc2N2CCOCC2)cs1 | 10 | -5 | -12 | 12 | . | -21 | -16 | -1.2 | -8
O=C(Nc1cccc(-c2nc3ccccc3[nH]2)c1)c1cccc(NC(=O)c2ccco2)c1 | . | -18 | 4 | -14 | 4 | 4 | -5 | -0.98 | -3
CC(NC(=O)C(Cc1ccccc1)N1C(=O)C2C3CCC(C3)C2C1=O)c1ccccc1 (stereo unspecified) | -10 | -1 | -3 | 22 | -36 | 6 | -23 | 1.7 | -6
Cc1ccc(NC(=S)NNC(=O)c2c([N+](=O)[O-])c(C)nn2C)cc1 | 10 | 3 | 4 | 1 | -13 | -3 | -17 | 0.89 | 3
CCC(=O)Oc1ccc(-c2cnc3ccccc3n2)cc1 | 7 | -4 | -6 | 5 | -5 | 13 | 5 | -0.36 | 8
CN(C)CCCNS(=O)(=O)c1ccc(N2CCC(c3ccc(Cl)cc3)=N2)cc1 | -14 | -19 | 10 | . | 14 | 31 | -9 | 1.7 | 41
Cc1occc1-c1nnc(SCC(=O)c2ccc(Cl)cc2)n1C | -1 | -9 | -3 | 14 | -52 | -4 | 11 | 1.7 | 0

Among those listed so far, these contain a furan ring, fused or not:
SMILES | sEH inh | PLK1 inh | IL1B cytotox | F-actin modifier | TNFa cytotox | VCAM1 TNFa inh | PLK1 PBD inh | DAT uptake mod | E coli WT exp
O=C(CN1CCN(C(=O)c2ccco2)CC1)Nc1ccccc1-c1ccccc1 | . | -2 | -31 | -43 | 8 | 5 | 16 | 0.66 | 9
O=C(Nc1cccc(-c2nc3ccccc3[nH]2)c1)c1cccc(NC(=O)c2ccco2)c1 | . | -18 | 4 | -14 | 4 | 4 | -5 | -0.98 | -3
Cc1occc1-c1nnc(SCC(=O)c2ccc(Cl)cc2)n1C | -1 | -9 | -3 | 14 | -52 | -4 | 11 | 1.7 | 0

(listing goes on)
SMILES | sEH inh | PLK1 inh | IL1B cytotox | F-actin modifier | TNFa cytotox | VCAM1 TNFa inh | PLK1 PBD inh | DAT uptake mod | E coli WT exp
O=C(CSc1nc2ccccc2o1)Nc1nncs1 | 6 | -3 | 5 | 4 | -17 | -4 | 14 | -0.26 | -5
CC(C)(C)NS(=O)(=O)c1ccc(CCC(=O)N2CCCCC2)cc1 | 11 | -11 | 15 | 2 | -4 | 27 | 10 | 0.48 | 2
O=C(COC(=O)CCC1CCCC1)Nc1ccc(Cl)cn1 | 17 | -26 | 2 | 12 | -6 | -3 | 11 | 0.53 | -6
c1cnc(N2CCN(c3nc4ccccc4n4cnnc34)CC2)nc1 | . | -3 | -28 | 2 | -9 | -1 | 5 | 0.12 | -2
O=C(O)CCC(=O)Nc1ccc(N2CCCCCC2)cc1 | 2 | -6 | 13 | 0 | -10 | -6 | 7 | . | -18
CCC(C)NC(=O)N[C@@H](Cc1ccccc1)C(=O)O (stereo partly specified) | -1 | -22 | -16 | -1 | -4 | 5 | -19 | 0.34 | -1
O=C(O)C1CCCN1c1ncnc2c1oc1ccccc12 (stereo unspecified) | 3 | -8 | 24 | 18 | 20 | -2 | 16 | -1.2 | 3
CCOC(=O)CN1C(=O)CSc2ccccc21 | -7 | -17 | -14 | -25 | -24 | 14 | -10 | -0.066 | 0
CCCc1cc(=O)[nH]c(SCC(=O)c2cc(C)n(C3CC3)c2C)n1 | -10 | -9 | 4 | 0 | 8 | -4 | 28 | 1.8 | 6
Cc1ccc(-c2noc(CN(C(=O)c3cccc(Br)c3)C(C)C)n2)cc1 | -4 | 3 | -2 | -4 | -11 | 2 | -2 | 0.99 | 0
CC(C)(C)Nc1nc(NCc2cccnc2)nc(N2CCOCC2)n1 | 1 | -15 | 26 | -1 | -10 | 11 | 11 | -1 | .
O=C(CSc1nnc(-c2ccncc2)n1CC1CCCO1)Nc1cccc(O)c1 (stereo unspecified) | -8 | -6 | 4 | . | -4 | 4 | -1 | -0.71 | 0
Cc1ccc2cccc(S(=O)(=O)NC3CCS(=O)(=O)C3)c2n1 (stereo unspecified) | 3 | -20 | 2 | 5 | -14 | 4 | 11 | 0.64 | 8
CC(C)OC(=O)c1cc(NC(=O)C2C3CCC(O3)C2C(=O)O)cc(C(=O)OC(C)C)c1 (stereo unspecified) | -4 | -6 | 19 | 3 | 26 | -19 | -17 | 1.1 | 10
COc1ccc(Nc2cc(C(=O)NCCCN3CCN(C)CC3)c3ccccc3n2)cc1OC | . | -14 | -22 | . | . | . | 10 | 0.38 | 4
COc1ccc(-c2nc(C)sc2CC(=O)O)cc1 | -6 | -7 | -8 | -4 | -8 | -1 | 0 | 0.44 | -28
CC1CCc2nn(CC(=O)NCCCN3CCCC3=O)cc2C1 (stereo unspecified) | -9 | -4 | 7 | 4 | -22 | 6 | 39 | 0.05 | 10
CC(=O)NC(c1cccc([N+](=O)[O-])c1)c1c(OC(C)=O)ccc2ccccc12 (stereo unspecified) | 6 | -12 | 2 | -5 | -4 | 14 | -9 | -0.72 | .
O=c1c2cnn(-c3ccc(F)cc3)c2ncn1Cc1ccccn1 | 12 | -4 | -14 | . | -10 | 0 | -10 | 0.11 | 1
COc1ccc([N+](=O)[O-])cc1NC(=O)CSc1ccccc1 | 3 | 2 | -8 | 4 | -2 | -8 | 3 | -1.2 | 8

Among those listed so far, 3 contain a nitro group on carbon.
SMILES | sEH inh | PLK1 inh | IL1B cytotox | F-actin modifier | TNFa cytotox | VCAM1 TNFa inh | PLK1 PBD inh | DAT uptake mod | E coli WT exp
Cc1ccc(NC(=S)NNC(=O)c2c([N+](=O)[O-])c(C)nn2C)cc1 | 10 | 3 | 4 | 1 | -13 | -3 | -17 | 0.89 | 3
CC(=O)NC(c1cccc([N+](=O)[O-])c1)c1c(OC(C)=O)ccc2ccccc12 (stereo unspecified) | 6 | -12 | 2 | -5 | -4 | 14 | -9 | -0.72 | .
COc1ccc([N+](=O)[O-])cc1NC(=O)CSc1ccccc1 | 3 | 2 | -8 | 4 | -2 | -8 | 3 | -1.2 | 8

Following part:
SMILES | sEH inh | PLK1 inh | IL1B cytotox | F-actin modifier | TNFa cytotox | VCAM1 TNFa inh | PLK1 PBD inh | DAT uptake mod | E coli WT exp
Cc1c(NC(=O)C2CCCN2S(=O)(=O)c2ccc(Cl)cc2)c(=O)n(-c2ccccc2)n1C (stereo unspecified) | . | -7 | 4 | -4 | -14 | -2 | -23 | -0.08 | 0
CCOC(=O)/C(C#N)=C/Nc1ccccc1OC | -7 | -9 | -3 | 23 | -17 | 4 | -21 | -8.2* | 4
Oc1ccccc1-c1nnc(SCCN2CCOCC2)n1Cc1ccccc1 | -13 | -10 | 7 | -3 | 6 | 1 | 4 | 0.17 | 20
O=c1[nH]c2ccc(Cl)cc2c(-c2ccccc2)c1SC(=S)N1CCOCC1 | -8 | -7 | 4 | -4 | 12 | 12 | -6 | 0.56 | -7
CC(=O)CCc1ccc(OC(=O)c2cccnc2)cc1 | 6 | -8 | 18 | -6 | -18 | -5 | -19 | 0.18 | 3
CCOC(=O)C1=C(CSCC(=O)OC)NC(=O)NC1c1cc(C)ccc1C (stereo unspecified) | -19 | -13 | -13 | -14 | -1 | 15 | -9 | 0.021 | 0
CCOC(=O)/C(C#N)=C\c1cc(C)n(-c2ccccc2)c1C | -18 | -12 | -8 | -10 | 6 | -9 | -7 | -0.51 | -6
c1ccc(-c2csc3ncnc(NCCCN4CCOCC4)c23)cc1 | 4 | 2 | -31 | 8 | . | -27 | -23 | 1.6 | .
Cc1[nH]c2ccccc2c1C(=O)/C=C/c1ccccc1 | 30 | -11 | -25 | 19 | 5 | 7 | -5 | -0.82 | 8
N#C/C(=C\Nc1ccc2c(c1)OCCO2)c1nc2ccccc2[nH]1 | 2 | -11 | -27 | 2 | -19 | 3 | 28 | -0.3 | 0
CC1CCN(C(=O)c2ccc(COc3ccccc3Cl)o2)CC1 | -7 | -5 | 21 | 8 | -12 | 6 | 2 | 2.1 | 12
